# From PubChem
# TDP1 cell noCPT – qHTS for Inhibitors of human tyrosyl-DNA phosphodiesterase 1 (TDP1): qHTS in cells in absence of CPT; DT40 Tdp1-/- hTDP1 cells, no CPT, ATP luminescence, 48 h; 15% of 420,000 active; Potency, µM (doses to about 46.2 µM), for the others: at the highest dose activity change, negative = growth inhibition, most hits filed as inhibitors; note: nearly all actives have a fitted effect of over 55% in size
#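 Chicken DT40 Tdp1-/- cells stably complemented with human TDP1 were seeded at 400 cells/well with DMSO in place of 20 nM camptothecin. After compound pinning, cells grew at least 48 hr at 37 °C; viability read by CellTiter-Glo luminescence.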
# KAT2A inh – blocks human GCN5L2 histone acetyltransferase | Q92830 | GCN5L2 HAT assay, ThioGlo1 CoA-SH fluorescence | Potency, µM (top dose mostly 58.9 µM), for inactives: top-dose activity change, negative = inhibition, usual class: inhibitors | 0.21% of 390,000 active | AID 504327
# Target sequence (Q92830 whole entry, looked up): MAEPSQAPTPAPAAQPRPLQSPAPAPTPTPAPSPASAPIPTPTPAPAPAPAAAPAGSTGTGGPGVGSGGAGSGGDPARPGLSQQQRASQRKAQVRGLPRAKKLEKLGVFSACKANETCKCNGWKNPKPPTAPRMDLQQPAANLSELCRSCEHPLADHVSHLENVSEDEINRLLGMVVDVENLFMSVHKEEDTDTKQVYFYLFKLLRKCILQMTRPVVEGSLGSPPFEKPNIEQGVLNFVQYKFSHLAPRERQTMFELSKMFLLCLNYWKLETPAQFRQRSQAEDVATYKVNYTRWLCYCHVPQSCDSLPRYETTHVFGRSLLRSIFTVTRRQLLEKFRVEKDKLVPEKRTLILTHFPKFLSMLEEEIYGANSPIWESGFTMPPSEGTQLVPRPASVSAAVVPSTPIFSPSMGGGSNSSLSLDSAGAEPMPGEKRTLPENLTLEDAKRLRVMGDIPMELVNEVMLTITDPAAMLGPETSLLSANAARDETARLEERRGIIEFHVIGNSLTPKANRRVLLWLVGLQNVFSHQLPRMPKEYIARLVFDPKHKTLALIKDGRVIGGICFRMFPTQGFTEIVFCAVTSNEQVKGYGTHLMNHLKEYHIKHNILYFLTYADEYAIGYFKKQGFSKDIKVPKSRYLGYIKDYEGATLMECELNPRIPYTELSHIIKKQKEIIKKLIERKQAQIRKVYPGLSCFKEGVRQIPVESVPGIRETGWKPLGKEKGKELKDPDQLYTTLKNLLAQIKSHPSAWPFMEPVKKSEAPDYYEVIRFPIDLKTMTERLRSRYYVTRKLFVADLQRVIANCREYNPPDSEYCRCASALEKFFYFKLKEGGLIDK
#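 qHTS, 1536-well. 20nM enzyme, pH 7.5 HEPES/EDTA/Tween-20 buffer; 15 min compound preinc., RT. Start: 75uM H3(1-25), 70uM AcCoA, 50uM ThioGlo1. Read Ex340/Em540 at t=0 (autofluorescence flag) and t=20 min.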
# TDP1 block – blocks human tyrosyl-DNA phosphodiesterase 1 | 0.28% of 350,000 active | recombinant TDP1, AlphaScreen DNA substrate cleavage | Potency, µM (doses to about 130 µM), inactives show at the highest dose activity change, negative = inhibition, hits mostly inhibitors | AID 485290; note: nearly all actives have a fitted effect of over 40% in size
#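 Recombinant human Tdp1 (E. coli-expressed, 1 nM final) preincubated with compounds 15 min at room temperature, then 5'-biotin/3'-phosphotyrosine-FITC DNA substrate (15 nM final) added for 5 min. AlphaScreen beads (10 ug/ml final) added 10 min; cleavage lowers signal.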
# Numbers without * were called inactive; ? = inconclusive; . = no result given; [ ] = dose if it differs, or a comment. Calls come from the whole dose curve; as a rule, active = well fitted curve in the direction sought with a large enough effect; inconclusive = small, poorly fitted or top-dose-only effect, or another doubt; inactive = no such curve, though single readings can be large; an effect the other way counts as inactive or inconclusive. % is set by controls: 0 for no effect and ±100 for the full control effect; potency is the fitted concentration of half-maximal effect. The list is partial; the hit share may differ from the screen's.
nr | mol | TDP1 cell noCPT | KAT2A inh | TDP1 block
1 | Cc1c(C(=O)Nc2cccc(C(F)(F)F)c2)sc2nc3n(c(=O)c12)CCCC3 | 8.2µM* | -13% | 6%
2 | O=C(NCCCC1CCCC1)C1CCC(=O)N(Cc2cccc(F)c2)C1 (centres undefined) | -27% | -5% | 6%
3 | COc1ccc(C(=O)NC(=S)NNC(=O)c2ccc(O)cc2)cc1[N+](=O)[O-] | -6% | -7% | .
4 | O=C(Nc1nc(-c2ccccn2)cs1)c1cc2ccccc2o1 | 7.3µM* | -18% | 10%
5 | COc1cccc(OCC(=O)Nc2cc(Cl)ccc2Oc2ccccc2)c1 | 9% | -9% | -3%
6 | O=C(CNC(=O)c1ccccc1)OCc1cccc(Br)c1 | 8% | -6% | 3%
7 | CCNC(=S)Nc1ccc2cn[nH]c2c1 | -7% | 4% | -3%
8 | CCCCOc1ccc(C(=O)NCc2ccncc2)cc1 | -49% | 2% | 4%
9 | COc1ccc(Cl)cc1C(=O)NCC(=O)OCc1ccccc1 | -15% | 0% | -7%[0.505 µM]
10 | CC(=O)Nc1ccc(S(=O)(=O)N2CCN=C2SCc2ccc(C)cc2)cc1 | ? | -5% | 4%
11 | CCC(NC(=O)Cc1c(C)c2c(cc(C)c3c(C)c(C)oc32)oc1=O)C(=O)O (centres undefined) | 3% | ? | .
12 | FC(F)(F)c1cnc(-c2cnc(-c3ccccn3)nc2)c(Cl)c1 | ? | 1% | 4%
13 | Cc1ccc(CN2CCN(CC(=O)NCc3ccccc3)CC2)cc1 | 11% | -9% | 3%
14 | O=C1C(=O)N(CCN2CCCCC2)c2ccccc21 | -9% | -4% | -3%
15 | CC(C)Cc1ccc(CN2CCCC(NC(=O)CCCN3CCCC3=O)C2)cc1 (centres undefined) | 21µM* | -3% | 2%

# (further entries)
nr | mol | TDP1 cell noCPT | KAT2A inh | TDP1 block
16 | CC(C)(O)C#Cc1ccc(C(=O)N2CCN(c3ccccc3)CC2)cc1 | -28% | -2% | 3%
17 | O=C(O)CCC(=O)N1CCN(c2ncccc2C(F)(F)F)CC1 | 33%[activator] | 6% | 0%
18 | O=C(CSc1nc2ccccc2s1)NCCOc1ccc(Cl)cc1 | ? | -15% | -4%
19 | CCN(CC)CCCNc1oc(-c2ccccc2[N+](=O)[O-])nc1C#N | -5% | -9% | 0%
20 | O=C(CC1S/C(=N/N=C/c2c[nH]c3ccc(OCc4ccccc4)cc23)NC1=O)Nc1ccccc1 (centres undefined) | -4% | -2% | 8%
21 | NS(=O)(=O)c1ccc(CCNC(=O)CCCCCn2c(=S)[nH]c3ccc(Br)cc3c2=O)cc1 | -29% | 1% | -1%
22 | O=C(CCN1CCN(c2ccc(Cl)cc2)CC1)Nc1nccs1 | -25% | 0% | -5%
23 | Cc1ccc(C2CC(c3cccs3)n3nc(N)nc3N2)cc1 (centres undefined) | -5% | -2% | 3%
24 | Cc1ccc(N2C(=O)C(Cl)=C(NCc3ccccc3)C2=O)c(C)c1 | -26% | -4% | ?
25 | CN(Cc1ccccc1)S(=O)(=O)c1ccc(-c2cnc(C3CC3)o2)cc1 | ? | -7% | 4%
26 | Cc1c(C(=O)Nc2ccccc2Cl)sc2ncnc(N(C)C3CCCCC3)c12 | -10% | -3% | -4%
27 | CC1CCN(C(=O)CN2C(=O)NC(c3ccccc3)(c3ccccc3)C2=O)CC1 | 11% | -6% | 1%
28 | COc1ccc(-c2nnn(Cc3nn[nH]n3)n2)cc1OC | 6% | -4% | -1%
29 | Cc1ccc(C(=O)Nc2cccc(C(=O)N/N=C/c3ccccc3F)c2)cc1 | ? | -2% | 2%
30 | Nc1nonc1-c1nc2ccccc2n1Cc1ccc(Br)cc1 | -16% | -2% | 7%

# Next section.
nr | mol | TDP1 cell noCPT | KAT2A inh | TDP1 block
31 | CCc1ccc(C2c3[nH]c4ccccc4c3CCN2C(=O)CNC(N)=O)cc1 (centres undefined) | -7% | -8% | .
32 | COc1ccc(NC(=O)c2cc([N+](=O)[O-])ccc2N2CCCC2)cc1 | -5% | -5% | 3%
33 | COc1ccc(CN(C)Cc2nc3scc(-c4ccccc4)c3c(=O)[nH]2)cc1OC | 6.5µM* | -1% | 8%
34 | O=C(Nc1cc(Cl)ccc1N1CCOCC1)c1cccnc1Cl | -2% | -1% | .
35 | CCS(=O)(=O)Nc1ccc(-c2ccc(NS(=O)(=O)CC)c(OC)c2)cc1OC | ? | 2% | 4%
36 | CC(C)(C)OC(=O)NNC(=O)c1ccc(Cl)cc1 | -8% | 1% | 4%
37 | C=CCN1C(=O)C(CC(=O)Nc2ccccc2)SC1=Nc1c(C)n(C)n(-c2ccccc2)c1=O (centres undefined) | -29% | -22% | 1%
38 | COc1ccc([C@@H]2[C@@H]3C(=O)N(C(C)(C)C)C(=O)[C@@H]3[C@]3(CC(C)C)C(=O)N(c4ccccc4)C(=O)N23)cc1 | -7% | -3% | .
39 | CC1CCN(CC(O)COc2ccc(OCC(O)CN3CCC(C)CC3)cc2)CC1 (centres undefined) | ? | -4% | .
40 | COc1ccc2c(c1)OC[C@H]1[C@@H]2N2C(=O)CNC(=O)[C@@]2(C)[C@H]1c1ccccc1 | -19% | -3% | 1%
41 | CN(C1CCCCC1)S(=O)(=O)c1ccc(NC(=O)c2ccc(Br)o2)cc1 | ? | -22% | 5%
42 | O=C1CSC2=NCN(c3ccccc3)CN12 | -4% | -12% | 5%
43 | COc1ccc(-n2c(SCC(N)=O)nc3sc4c(c3c2=O)CCC4)cc1 | -17% | -3% | -1%
44 | COc1cc(CN2CCCC(C(=O)Nc3cccc(-n4cccn4)c3)C2)ccc1F (centres undefined) | 26µM* | -29% | 4%
45 | COC(=O)c1ccc(OCC2c3cc(OC)c(OC)cc3CCN2C(=O)C2CC2)cc1 (centres undefined) | ? | -10% | 4%

# Part of the list above, with two lines to a compound:
# The line under a structure holds: TDP1 cell noCPT, KAT2A inh, TDP1 block
(23) Cc1ccc(C2CC(c3cccs3)n3nc(N)nc3N2)cc1 (centres undefined)
    -5%, -2%, 3%
(24) Cc1ccc(N2C(=O)C(Cl)=C(NCc3ccccc3)C2=O)c(C)c1
    -26%, -4%, ?
(25) CN(Cc1ccccc1)S(=O)(=O)c1ccc(-c2cnc(C3CC3)o2)cc1
    ?, -7%, 4%
(26) Cc1c(C(=O)Nc2ccccc2Cl)sc2ncnc(N(C)C3CCCCC3)c12
    -10%, -3%, -4%
(27) CC1CCN(C(=O)CN2C(=O)NC(c3ccccc3)(c3ccccc3)C2=O)CC1
    11%, -6%, 1%
(28) COc1ccc(-c2nnn(Cc3nn[nH]n3)n2)cc1OC
    6%, -4%, -1%
(29) Cc1ccc(C(=O)Nc2cccc(C(=O)N/N=C/c3ccccc3F)c2)cc1
    ?, -2%, 2%
(30) Nc1nonc1-c1nc2ccccc2n1Cc1ccc(Br)cc1
    -16%, -2%, 7%
(31) CCc1ccc(C2c3[nH]c4ccccc4c3CCN2C(=O)CNC(N)=O)cc1 (centres undefined)
    -7%, -8%, .
(32) COc1ccc(NC(=O)c2cc([N+](=O)[O-])ccc2N2CCCC2)cc1
    -5%, -5%, 3%
(33) COc1ccc(CN(C)Cc2nc3scc(-c4ccccc4)c3c(=O)[nH]2)cc1OC
    6.5µM*, -1%, 8%
(34) O=C(Nc1cc(Cl)ccc1N1CCOCC1)c1cccnc1Cl
    -2%, -1%, .
(35) CCS(=O)(=O)Nc1ccc(-c2ccc(NS(=O)(=O)CC)c(OC)c2)cc1OC
    ?, 2%, 4%
(36) CC(C)(C)OC(=O)NNC(=O)c1ccc(Cl)cc1
    -8%, 1%, 4%
(37) C=CCN1C(=O)C(CC(=O)Nc2ccccc2)SC1=Nc1c(C)n(C)n(-c2ccccc2)c1=O (centres undefined)
    -29%, -22%, 1%
(38) COc1ccc([C@@H]2[C@@H]3C(=O)N(C(C)(C)C)C(=O)[C@@H]3[C@]3(CC(C)C)C(=O)N(c4ccccc4)C(=O)N23)cc1
    -7%, -3%, .
(39) CC1CCN(CC(O)COc2ccc(OCC(O)CN3CCC(C)CC3)cc2)CC1 (centres undefined)
    ?, -4%, .
(40) COc1ccc2c(c1)OC[C@H]1[C@@H]2N2C(=O)CNC(=O)[C@@]2(C)[C@H]1c1ccccc1
    -19%, -3%, 1%
(41) CN(C1CCCCC1)S(=O)(=O)c1ccc(NC(=O)c2ccc(Br)o2)cc1
    ?, -22%, 5%
(42) O=C1CSC2=NCN(c3ccccc3)CN12
    -4%, -12%, 5%

# Remaining list, next part:
nr | mol | TDP1 cell noCPT | KAT2A inh | TDP1 block
46 | CC1Sc2ccc(C(=O)NCc3ccccn3)cc2NC1=O (centres undefined) | 0.65µM* | -16% | 2%
47 | O=C(OCC(=O)c1ccc[nH]1)c1ccccc1 | 0% | -1% | 3%
48 | COC(=O)C1=C(C)N(C)C(=S)N(C)C1c1ccc(OC)cc1 (centres undefined) | -9% | -4% | 3%
49 | CC1(C)CC(NC2C3CC4CC(C3)CC2C4)CC(C)(C)N1 (centres undefined) | 15µM* | -9% | 3%
50 | c1ccc(-c2nc(-c3ccncc3)no2)cc1 | -19% | . | 2%
51 | CCOc1ccccc1CNC(=O)CCCc1cn(C)c2ccccc12 | ? | -6% | 8%
52 | OCC[C@@H]1C[C@@H](O)[C@H](O)[C@]2(OCc3ccccc32)O1 | -11% | -2% | .
53 | O=C(CSc1nncn1-c1ccccc1)Nc1ccc(N2CCOCC2)cc1 | 13µM* | 0% | 1%
54 | Cc1ccc(N=Nc2c(C)[nH]n(C(N)=S)c2=O)cc1 | ? | -3% | 5%
55 | O=C(O)c1cc(S(=O)(=O)NCC2CCCO2)ccc1Cl (centres undefined) | 0% | -13% | 1%
56 | CC1CCc2sc(C(=O)Nc3ccc(N4CCOCC4)cc3)cc2C1 (centres undefined) | -27% | -11% | 8%
57 | Cn1c(CSc2ncccn2)nnc1SCC(=O)N1CCCC1 | 12% | 4% | 5%
58 | CC(=O)N/C(=C\c1ccc(F)cc1)C(=O)OCc1ccccc1 | 1% | -5% | .
59 | CCc1nnc(NC(=O)CSc2nnnn2-c2cccc(C(C)=O)c2)s1 | -26% | -5% | -3%
60 | Cc1ccc(N2CCN(c3cc(C)nc4c5c(C)cc(C)nc5nn34)CC2)cc1 | . | -1% | 2%

# (next part)
nr | mol | TDP1 cell noCPT | KAT2A inh | TDP1 block
61 | O=c1[nH]c(=S)[nH]c2c1C(c1ccc(Br)cc1)c1c([nH]c(=S)[nH]c1=O)O2 | -17% | 14µM* | .
62 | CC(=O)c1ccc(N2CC(C)(C)C2=O)cc1 | -20% | -2% | -7%
63 | O=C(Nc1ccccc1)C1CC2CCCC(C1)C2=O (centres undefined) | -5% | 2% | -8%
64 | COc1cc2cc(C(=O)N3CCOCC3)cc(-c3ccc(C)cc3)c2cc1OC | -7% | ? | .
65 | Cc1ccc(NC(=O)c2cc(N3CCOCC3)nc3ccccc23)cc1 | ? | -8% | -8%
66 | O=C(c1ccccc1)c1ccc2nc(N3CCCCC3)c3nncn3c2c1 | 13µM* | -3% | 4%
67 | O=C(CN1C(=O)NC2(CCCc3ccccc32)C1=O)N1CCN(C(=O)c2ccco2)CC1 (centres undefined) | -24% | 5% | 2%
68 | O=S(=O)(c1ccccc1)c1nc(-c2ccccc2)oc1N1CCCCC1 | 16µM* | 3% | 5%
69 | COc1ccc(CN2CCN(c3ncnc4scc(-c5ccc(F)cc5)c34)CC2)cc1 | 21µM* | 0% | .
70 | CCN1CCN(c2oc(COc3ccc(-c4ccccc4)cc3)nc2C#N)CC1 | ? | -11% | 13%
71 | CCc1c(C)c2ccc(O)c(CN3CCN(c4ccccc4)CC3)c2oc1=O | 21µM* | -6% | 9%
72 | COc1ncnc2c1oc1nc(CC(C)C)c3c(c12)CC(C)(C)OC3 | -29% | -3% | 4%
73 | C/C(=N\NC(=O)CC1N=C(Cc2ccccc2)NNC1=O)c1ccccc1 (centres undefined) | -16% | -3% | 6%
74 | CCOC(=O)CSc1nc2ccc(N)cc2s1 | -1% | 1% | 7%
75 | CCCCC#Cc1ccc(C(=O)NNC(=O)Nc2cc(Cl)cc(Cl)c2)o1 | -18% | -4% | 0%
76 | COc1ccccc1NC(=O)C1=C(C)NC(=O)NC1c1ccccc1F (centres undefined) | -12% | 2% | 7%
77 | CCC(C)C1NC(=S)N(Cc2ccccc2)C1=O (centres undefined) | -21% | -5% | 3%
78 | CC(=O)N1CCC2(CC1)C(C#N)=C(N)Oc1n[nH]c(C(F)(F)F)c12 | -7% | -9% | 1%

# 2 neighbouring entries out of the list so far, quoted:
nr | mol | TDP1 cell noCPT | KAT2A inh | TDP1 block
1 | Cc1c(C(=O)Nc2cccc(C(F)(F)F)c2)sc2nc3n(c(=O)c12)CCCC3 | 8.2µM* | -13% | 6%
2 | O=C(NCCCC1CCCC1)C1CCC(=O)N(Cc2cccc(F)c2)C1 (centres undefined) | -27% | -5% | 6%
